Compound activity: PubChem, several laboratories
UGM FP inh = Mtb UDP-galactopyranose mutase inhibition; P9WIQ1; purified UGM, fluorescence polarization probe displacement; inhibition, % at 10 µM; 0.06% of 320,000 active; AID 504406; in the data active = inhibition above about 10%, passing the limit was not always enough; inconclusive = no clear call, values can overlap the other calls
VHR inh abs = blocks human VHR1 dual specificity phosphatase. P51452. recombinant VHR phosphatase, pNPP absorbance. inhibition, % at 13.3 µM. 0.52% of 290,000 active. AID 1654; in the data active = inhibition above about 50%; also: some compounds called inactive have numbers as strong as hits
Target sequence (P51452 whole entry, looked up): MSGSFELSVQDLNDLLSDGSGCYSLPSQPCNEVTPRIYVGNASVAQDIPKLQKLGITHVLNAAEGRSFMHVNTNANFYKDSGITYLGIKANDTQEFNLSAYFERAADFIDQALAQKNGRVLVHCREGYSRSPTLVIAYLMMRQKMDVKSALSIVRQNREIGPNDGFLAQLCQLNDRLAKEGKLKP
GDH-TPI inh = inhibits GDH-TPI coupling enzymes, artifact for Mtb FBA screen; GDH-TPI coupled enzyme counterscreen, NADH absorbance; inhibition, % at 4.8 µM; 1.2% of 360,000 active;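 also: 0% = DMSO wells and 100% = wells lacking the enzyme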
Rv3671c protease = inhibitors of M. tuberculosis serine protease Rv3671c; P9WHR9; inhibition, % at 5.96 µM; 0.048% of 320,000 active; in the data active = inhibition above about 38%;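 also: extracellular domain of Rv3671c used as enzyme; 0% = enzyme with DMSO and 100% = no enzyme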
Target sequence (P9WHR9 whole entry, looked up, the tested form may be a part): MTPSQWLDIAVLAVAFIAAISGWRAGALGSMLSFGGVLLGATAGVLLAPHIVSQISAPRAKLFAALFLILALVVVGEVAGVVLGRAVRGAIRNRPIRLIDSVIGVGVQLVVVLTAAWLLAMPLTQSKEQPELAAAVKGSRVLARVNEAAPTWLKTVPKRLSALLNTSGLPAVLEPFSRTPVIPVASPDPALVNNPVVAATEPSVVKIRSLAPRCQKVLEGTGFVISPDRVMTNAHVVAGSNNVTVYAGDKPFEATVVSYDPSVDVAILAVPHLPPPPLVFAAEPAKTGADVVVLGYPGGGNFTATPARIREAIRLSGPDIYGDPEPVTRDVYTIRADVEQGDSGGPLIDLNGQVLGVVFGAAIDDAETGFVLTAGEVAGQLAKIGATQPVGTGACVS
BoNT-F LC inh = blocks Botulinum neurotoxin F light chain protease | Multiplex microsphere protease cleavage assay, flow cytometry | inhibition, % at 10 µM | 0.22% of 360,000 active | AID 588497; in the data active = inhibition above about 35%, passing the limit was not always enough; inconclusive = no clear call, values can overlap the other calls; also: plate controls were buffer without enzyme for full effect and enzyme alone for no effect
Mtb BioA inh = BioA (M. tuberculosis) enzyme inhibition; inhibition, % at 9.99 µM; 0.096% of 360,000 active; purified M. tuberculosis BioA enzyme, plate reader; in the data active = inhibition above about 40%; inconclusive = no clear call, values can overlap the other calls
CCHF vOTU inh = blocks the CCHF virus ovarian tumor domain protease | CCHFV vOTU protease, Pep-AMC fluorescence | AID 651958 | inhibition, % at 11.5 µM | 0.55% of 370,000 active; also: 0% = vehicle wells with enzyme and 100% = no enzyme wells
Mtb FBA inh = inhibitors of M. tuberculosis fructose-bisphosphate aldolase. inhibition, % at 1 µM. purified M. tuberculosis FBA, fluorescence read-out. 2.3% of 360,000 active. P9WQA3; in the data active = inhibition above about 27%;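 also: 0% = vehicle and 100% = reference inhibitor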
Target sequence (P9WQA3 whole entry, looked up): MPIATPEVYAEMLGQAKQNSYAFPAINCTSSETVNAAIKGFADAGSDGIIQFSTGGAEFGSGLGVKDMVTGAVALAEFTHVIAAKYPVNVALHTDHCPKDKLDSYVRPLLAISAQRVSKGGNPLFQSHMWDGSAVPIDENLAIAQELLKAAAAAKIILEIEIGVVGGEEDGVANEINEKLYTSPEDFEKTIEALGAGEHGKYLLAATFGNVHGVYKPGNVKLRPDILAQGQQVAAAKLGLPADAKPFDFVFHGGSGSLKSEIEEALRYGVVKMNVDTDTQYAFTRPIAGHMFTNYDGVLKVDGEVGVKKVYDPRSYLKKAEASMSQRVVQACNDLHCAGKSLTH
MazF activator = MazEF (E. coli) toxin RNase activation; activation, % at 20 µM; AID 504720; FAM/BHQ RNA-DNA oligo cleavage fluorescence, 5 h; 0.32% of 350,000 active; in the data active = activation above about 50%
Target sequence (P0AE70 whole entry, looked up): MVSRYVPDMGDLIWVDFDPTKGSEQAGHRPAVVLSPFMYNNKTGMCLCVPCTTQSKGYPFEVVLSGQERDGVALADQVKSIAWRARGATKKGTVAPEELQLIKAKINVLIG
FadD28 FP inh = inhibitors of Mycobacterium tuberculosis FadD28 bisubstrate binding | FadD28 bisubstrate probe binding, fluorescence polarization | inhibition, % at 12.5 µM | 0.22% of 360,000 active | AID 588549; in the data active = inhibition above about 8.5%, passing the limit was not always enough; inconclusive = no clear call, values can overlap the other calls
The depositor's hits bear a star; i = inactive; ? = inconclusive; · = no result given; & = joins results of further samples. Rule as the data show it, unless noted: active = inhibition above about 30%; inactive = the rest.

SMILES	UGM FP inh	VHR inh abs	GDH-TPI inh	Rv3671c protease	BoNT-F LC inh	Mtb BioA inh	CCHF vOTU inh	Mtb FBA inh	MazF activator	FadD28 FP inh
COC(=O)C1=C(C(C)=O)C(c2ccc(C(=O)OC)cc2)n2nnnc2N1 (configuration not stated)	0.9	33	3	-5	-4	·	17	-1	-1	-2.4
COc1ccc(-c2cnc3ccccc3n2)cc1NC(=O)CNC(=O)c1ccccc1	-2.6	14	19	-17	-9	-1.2	8	1	-39	-3.6
CCOC(=O)c1cc(C(C)C)sc1NC(=O)COC(=O)CCS(=O)(=O)c1ccccc1	-2.5	-8	6	-21	-6	-2.4	13	-1	-9	-2.1
CCN(CC)c1ccc(CN(C(=O)c2cc(OC)c(OC)c(OC)c2)C2CCS(=O)(=O)C2)cc1 (configuration not stated)	-1.2	18	2	7	-1	3.0	8	2	2	-1.4
CCOc1ccc(NC(=S)NCCCN2CCN(c3ccc(OC)cc3)CC2)cc1	2.4	-15	1	-6	-4	-0.2	-4	6	7	-1.8
COc1ccccc1N1CCN(C(=O)CSc2nnc3n2C(C)(C)Cc2ccccc2-3)CC1	·	12	13	-8	8	2.1	3	3	-2	1.6
C[C@H]1CN([C@@H](C)CO)C(=O)CCCn2nncc2CO[C@H]1CN(C)S(=O)(=O)c1ccc(F)cc1	·	·	-6	·	-3	0.8&-1.8&-2.2	-3	0	9	-0.6
C/C(=N\Nc1ccc([N+](=O)[O-])cc1)c1ccc(C#N)cc1	-1.9	1	-6	-7	3	-1.7	-3	2	24	0.4
COc1ccc(NC(=O)CC(Cc2ccc(Cl)cc2)C(=O)O)cc1 (configuration not stated)	0.5	-11	-2	4	?	·	-5	3	4	-2.8
O=C(Nc1cccc(S(=O)(=O)N2CCCC2)c1)c1ccccc1OC(F)F	-0.6	18	-1	-3	-4	-1.6	15	3	7	-1.5
O=C(NNC1CC(=O)N(c2ccc(Br)cc2)C1=O)c1ccco1 (configuration not stated)	1.8	4	-5	-1	1	-1.1	-3	0	13	-2.0
ClCc1nnc(-c2ccccc2)o1	-1.3	-1	6	-5	-4	·	2	-4	3	-3.7
C1=C(c2cccc3ccccc23)N2CCN=C2S1	-0.6	-1	8	0	-13	0.5	4	3	8	-0.5
CCN(CC)S(=O)(=O)c1ccc(NCCCn2ccnc2)c([N+](=O)[O-])c1	0.2	14	10	6	-16	1.1	3	-7	4	·
Cc1cccc(C(=O)NC(=S)N2CCN(C(=S)NC(=O)c3cccc(C)c3)CC2)c1	4.8	3	13	-7	1	-0.2	22	-1	-2	0.8
COc1ccc2c(c1)c1nc3n(c(=O)c1n2CC(=O)Nc1ccccc1)CCCS3	3.0	-20	12	8	-2	-1.6	-12	8	27	0.4
Cc1ccn2c(CNCc3cnn(C)c3)c(C(=O)N3CCCCCC3)nc2c1	1.5	14	8	-2	-10	-4.8	12	3	-3	0.0
COc1ccccc1NC(=S)NCC1CCCCC1	-1.6	1	-2	-9	-9	0.0	2	1	0	-0.4
O=C(N/N=C/c1c(O)ccc2ccccc12)c1cccnc1	-1.2	-10	6	18	-8	-0.8	-2	-6	-82	-4.7
O=C(NC1CCCCCC1)c1cc(-c2ccccn2)nc2ccccc12	-0.7	11	4	-3	-6	-1.0	-9	0	3	-1.7
S=c1sscc1-c1ccccc1	·	·	3	·	-4	-1.0	-15	-6	12	-3.7
O=C(COC(=O)C12CC3CC(CC(O)(C3)C1)C2)Nc1ccc(Br)cc1F	0.1	·	5	8	0	9.2	4	0	-5	-1.1
O=c1cc(N2CCN(c3ccccc3)CC2)[nH]c(=O)n1-c1ccccc1Cl	1.0	15	-9	4	-6	-0.3	4	-4	-1	-3.1
COc1ccccc1N1CCN(C(=O)c2ccoc2C)CC1	1.6	28	13	-7	0	-0.2	8	2	2	-0.7
CCN(CC)CCn1c(=S)[nH]c2ccccc2c1=O	-1.1	15	2	0	-12	-1.5	5	2	0	-1.1

Other entries.
SMILES	UGM FP inh	VHR inh abs	GDH-TPI inh	Rv3671c protease	BoNT-F LC inh	Mtb BioA inh	CCHF vOTU inh	Mtb FBA inh	MazF activator	FadD28 FP inh
Cc1cc2nc(-c3ccc[nH]c3=O)n(Cc3cccc(F)c3)c2cc1C	0.9	23	23	-5	-41	-1.1	-147	149*	2	-1.4
Clc1ccc2nc(-c3ccccc3)c(Cc3ccsc3)n2c1	·	·	·	·	-13	-1.5	·	-3	·	-2.7
Fc1ccc(NCc2cccnc2)cc1	3.6	-2	0	1	3	0.5	1	-2	-1	-2.5
CSc1ccc(Cn2c(C)c(C(=O)NCc3cccc(C(F)(F)F)c3)sc2=O)cc1	·	·	0	·	0	0.0	13	-1	·	-13
O=C1CC(=C(c2ccccc2)c2ccccc2)C(=O)N1CCCCN1CCN(c2cccc(Cl)c2)CC1	-2.7	5	10	7	8	·	11	-2	-22	-2.9
C/C(=N\NC(=O)C1CC1)c1ccc(Cl)cc1	2.7	28	3	-5	2	·	3	1	5	0.7
CC(=O)Nc1ccn(-c2ccccc2)n1	0.6	0	-7	3	-11	-0.9	13	1	0	-2.4
Cc1cc(C)n(CCc2nc(-c3ccc(-c4ccccc4)cc3)cs2)n1	-1.5	4	8	-6	1	1.4	15	-4	0	-0.6
CC(C)n1c(=O)c(C=Nc2ccc(S(N)(=O)=O)cc2)c(O)n(Cc2ccco2)c1=O	-3.2	36	32*	-58	-1	·	-4	-2	-1	-2.1
CCNC(=O)C1(C)CCCN1C(=O)c1cnc2ccccc2n1 (configuration not stated)	·	·	4	·	5	0.2	-9	-3	·	-3.9
COC(=O)C1=C(C)NC(=S)NC1c1ccc(OCC(=O)N2CCCCC2)c(OC)c1 (configuration not stated)	-1.6	-6	-2	-4	-5	-1.3	5	0	-2	-4.8
O=C(O)c1cccc(Nc2ccc([N+](=O)[O-])c3nonc23)c1	4.4	18	12	-15	?	·	11	-25	-8	-0.2
CN(C)S(=O)(=O)c1ccc(C(=O)NCc2ccc3[nH]c4c(c3c2)CCCC4)cc1	-3.1	15	-2	8	-9	i	6	-2	4	-0.1
O=C(NNC1CC(=O)N(c2ccc(Br)cc2)C1=O)c1cccs1 (configuration not stated)	1.0	15	6	5	1	-1.0	-4	4	-5	-1.7
CCOc1ccc(NC(=S)N(Cc2ccc(N(C)C)cc2)Cc2ccco2)cc1	0.7	14	3	5	-6	·	·	1	5	-0.2
COc1ccc(NC(=O)Nc2nnc(-c3ccncc3)s2)cc1	-0.4	39	14	2	0	·	8	3	0	-1.9
Cc1ccc(C(OC(=O)c2ccco2)C(=O)NC2CCCCC2)cc1 (configuration not stated)	0.6	2	-3	-1	-9	-2.7	11	2	-1	-0.5
O=C(O)COc1ccccc1/C=N/NC(=O)CN1CCN(S(=O)(=O)c2ccc(Br)cc2)CC1	2.8	16	11	-1	4	1.8	13	6	4	0.2
NC(=O)c1cc2cc(Cl)ccc2oc1=Nc1cccc(C(F)(F)F)c1	-0.2	0	8	4	-2	-0.9	-1	0	6	-0.6
Cc1c(C)c2ccc(OCC(=O)N3CCN(c4cccc(Cl)c4)CC3)cc2oc1=O	0.0	2	3	-16	4	12	17	7	-12	-1.3
Cc1ccc(NC(=O)c2c(-c3ccccc3Cl)noc2C)nc1	-3.3	-9	-14	-2	?	·	-13	3	0	-0.2
O=C(Nc1cccc(-c2nc3ccccc3o2)c1)c1ccc(N2C(=O)C3C4C=CC(C4)C3C2=O)cc1 (configuration not stated)	2.8	-2	11	-5	1	0.3	14	3	-1	0.4
CCc1ccccc1NC(=O)CCNC(=O)Cn1ccc2ccccc2c1=O	1.7	-10	7	-2	0	-1.0	-8	3	0	-4.0
Cc1ccc2c(c1)C(=O)CC(O)(C(F)(F)F)O2 (configuration not stated)	0.1	25	3	-1	-5	0.1	-2	4	5	-1.7
Cc1ccccc1N1CC(C(=O)Nc2ccc(S(=O)(=O)NCC3CCCO3)cc2)CC1=O (configuration not stated)	2.3	-8	1	-2	1	0.0	3	0	6	·

(further entries)
SMILES	UGM FP inh	VHR inh abs	GDH-TPI inh	Rv3671c protease	BoNT-F LC inh	Mtb BioA inh	CCHF vOTU inh	Mtb FBA inh	MazF activator	FadD28 FP inh
O=C1Nc2ccc(F)cc2C12SCCS2	2.7	2	-3	3	-2	·	·	-1	1	-4.3
COc1ccc(-c2c(C)nn3c(N)c(-c4ccccc4)cnc23)cc1OC	0.7	1	14	1	40*	2.3	13	3	1	0.9
C=CCOc1ccc(/C=C/C(=O)OCC(=O)NCC(=O)Nc2c(C)cc(C)cc2C)cc1	2.9	·	10	3	-5	·	1	0	-35	0.5
CCC(C(=O)Nc1ccc(C(=O)N2CCCC2)cc1)c1ccccc1 (configuration not stated)	0.9	8	-4	0	2	0.0	9	0	-1	-3.6
CC1CCN(C(=O)C(C)NCc2ccc(F)cc2)CC1 (configuration not stated)	0.2	5	-6	7	?	-0.3	-13	0	10	-1.2
COc1ccc(OCCC(=O)OCC(=O)NCc2ccccc2)cc1	·	5	0	8	-1	·	2	0	-1	-1.5
Clc1cccc2sc(N3CCOCC3)nc12	-0.3	·	12	-9	9	-1.3	-5	-3	9	-0.1
Cc1cc(C)c(OCC(=O)N2CC=C(c3ccccc3)CC2)c(C)c1	-0.2	10	2	-9	-6	-0.7	1	7	-17	-1.4
CCN(c1ccc2c(c1)OCO2)S(=O)(=O)c1cc(Br)cc2c1N(C(=O)C1CC1)CC2	-4.8	4	4	0	-14	·	3	-4	-11	-3.3
O=C(NNC(=O)c1cccnc1)NC12CC3CC(CC(C3)C1)C2	2.0	30	5	2	5	-0.6	7	2	5	2.8
CN(C)c1ccc(C(=O)C(O)c2ccc(C(C)(C)C)cc2)cc1 (configuration not stated)	-3.1	-1	26	2	5	0.1	7	3	29	-1.4
CCC(C)C(NC(=O)C1CCC(=O)N1C(=O)OCc1ccccc1)C(=O)NC(C(=O)N1CCCC1C(N)=O)C(C)CC (configuration not stated)	-3.6	-3	-3	-1	10	-0.7	9	-4	1	1.1
Cc1ccc(N(Cc2ccccc2)C(=O)c2cc(S(=O)(=O)N3CCOCC3)ccc2N2CCCC2)cc1	4.2	·	0	-6	6	-5.0	1	8	2	-0.7
Cc1ccc(-n2c(C)nn(CC3CC3)c2=O)cc1	-2.0	17	7	5	2	-2.4	-13	0	6	-1.0
CCOC(=O)C1CCN(c2c(N3CCN(Cc4ccccc4)CC3)c(=O)c2=O)CC1	-0.9	36	20	0	-9	2.7	3	3	1	-0.5
O=C(CSc1n[nH]c(=O)n1Cc1ccco1)N1CCOCC1	-0.2	10	3	2	·	-0.9	-6	2	-3	-2.2
COc1cccc(NC(=O)CN(C)S(=O)(=O)c2ccc(C)cc2)c1	0.1	8	-2	-7	-8	-2.3	5	2	2	-2.1
Cc1cc(C)n(CC(=O)NNC(=O)CCCOc2ccc(Cl)c(C)c2)n1	5.5	28	15	-1	4	0.0	5	1	1	0.3
COc1cc(/C=C/CO)ccc1O[C@@H]1O[C@H](CO)[C@@H](O)[C@H](O)[C@H]1O	0.1	·	-1	-6	-11	-1.3	-2	2	-1	0.6
CC(C)Sc1nnc([C@H](Cc2c[nH]c3ccccc23)NC(=O)OC(C)(C)C)o1	-1.3	13	2	-1	4	1.8	7	4	2	-2.0

Looked up one by one from the entries so far:
SMILES	UGM FP inh	VHR inh abs	GDH-TPI inh	Rv3671c protease	BoNT-F LC inh	Mtb BioA inh	CCHF vOTU inh	Mtb FBA inh	MazF activator	FadD28 FP inh
COc1ccc(OCCC(=O)OCC(=O)NCc2ccccc2)cc1	·	5	0	8	-1	·	2	0	-1	-1.5
CCN(c1ccc2c(c1)OCO2)S(=O)(=O)c1cc(Br)cc2c1N(C(=O)C1CC1)CC2	-4.8	4	4	0	-14	·	3	-4	-11	-3.3
CCOC(=O)C1CCN(c2c(N3CCN(Cc4ccccc4)CC3)c(=O)c2=O)CC1	-0.9	36	20	0	-9	2.7	3	3	1	-0.5
CCC(C(=O)Nc1ccc(C(=O)N2CCCC2)cc1)c1ccccc1 (configuration not stated)	0.9	8	-4	0	2	0.0	9	0	-1	-3.6
O=C(NNC(=O)c1cccnc1)NC12CC3CC(CC(C3)C1)C2	2.0	30	5	2	5	-0.6	7	2	5	2.8
